# High-throughput results from PubChem.
# ROCK2 inh: inhibitors of human ROCK2 kinase, primary screen, biochemical, high-throughput, luminescence. Rho-associated protein kinase 2 (Homo sapiens), O75116. purified ROCK2, Kinase-Glo ATP depletion luminescence. inhibition, % at 6 µM. 60,000 compounds, 0.35% hits. AID 604, 2007;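 active = inhibition above the screen-wide mean inhibition plus 3 SD, cut at about 18% in these data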;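 note: plate controls were DMSO wells for no effect and Y-27632 control wells after no-enzyme background subtraction for full effect; many of its hits are not listed in these tables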
# Target sequence (O75116 whole entry, looked up): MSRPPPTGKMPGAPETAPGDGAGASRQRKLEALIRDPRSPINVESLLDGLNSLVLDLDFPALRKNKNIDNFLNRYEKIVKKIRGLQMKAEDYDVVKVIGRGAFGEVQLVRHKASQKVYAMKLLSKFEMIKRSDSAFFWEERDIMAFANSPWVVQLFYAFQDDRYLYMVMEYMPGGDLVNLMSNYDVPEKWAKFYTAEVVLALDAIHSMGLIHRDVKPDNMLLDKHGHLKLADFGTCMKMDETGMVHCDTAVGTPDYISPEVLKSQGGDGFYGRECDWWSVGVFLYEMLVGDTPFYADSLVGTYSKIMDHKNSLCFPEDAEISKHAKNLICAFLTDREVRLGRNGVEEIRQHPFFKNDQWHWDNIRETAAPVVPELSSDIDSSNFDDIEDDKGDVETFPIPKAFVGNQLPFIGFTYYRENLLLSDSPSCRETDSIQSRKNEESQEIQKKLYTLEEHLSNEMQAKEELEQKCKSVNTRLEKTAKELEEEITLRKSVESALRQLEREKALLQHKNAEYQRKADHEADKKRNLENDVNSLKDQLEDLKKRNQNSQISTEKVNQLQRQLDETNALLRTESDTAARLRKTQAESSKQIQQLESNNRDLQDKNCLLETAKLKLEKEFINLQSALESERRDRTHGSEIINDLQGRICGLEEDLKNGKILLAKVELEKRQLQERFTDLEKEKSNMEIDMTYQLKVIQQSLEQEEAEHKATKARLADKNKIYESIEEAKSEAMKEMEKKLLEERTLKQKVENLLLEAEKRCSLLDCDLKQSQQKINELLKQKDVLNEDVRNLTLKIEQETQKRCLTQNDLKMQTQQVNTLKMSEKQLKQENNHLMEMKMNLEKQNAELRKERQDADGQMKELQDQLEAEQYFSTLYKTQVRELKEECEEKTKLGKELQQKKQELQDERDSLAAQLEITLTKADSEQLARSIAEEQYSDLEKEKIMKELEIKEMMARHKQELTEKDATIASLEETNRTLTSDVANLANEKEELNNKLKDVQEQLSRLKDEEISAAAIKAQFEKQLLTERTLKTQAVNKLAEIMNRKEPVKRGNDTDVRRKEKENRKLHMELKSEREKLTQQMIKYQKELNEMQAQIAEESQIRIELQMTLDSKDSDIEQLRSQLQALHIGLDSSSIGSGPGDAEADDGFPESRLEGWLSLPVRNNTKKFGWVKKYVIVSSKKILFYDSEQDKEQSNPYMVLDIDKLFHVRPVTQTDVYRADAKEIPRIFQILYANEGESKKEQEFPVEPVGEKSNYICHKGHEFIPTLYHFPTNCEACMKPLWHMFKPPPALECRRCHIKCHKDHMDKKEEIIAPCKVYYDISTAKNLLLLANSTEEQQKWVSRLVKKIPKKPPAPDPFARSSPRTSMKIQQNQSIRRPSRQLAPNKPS
# C1s inh: complement C1s protease inhibitors, primary screen, biochemical, 10-compound mixtures; mean inhibition % of two 10-compound mixtures (stronger effect = higher value), % at 5 µM (by protocol); purified C1s, fluorogenic AMC substrate, pooled mixtures; Complement C1s subcomponent (Homo sapiens), P09871; 62,000 compounds, 0.16% hits;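 active = inhibition above 20% in each of the two 10-compound mixture wells holding the compound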;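 note: 0% = enzyme wells lacking compound mixture and 100% = no-enzyme blank wells; some compounds called inactive have numbers as strong as hits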
# CatB block: human cathepsin B inhibitors, primary screen, biochemical, fluorogenic substrate. P07858. purified cathepsin B, fluorescence. inhibition, %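 (tested at 10 µM)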. 63,000 compounds, 0.1% hits; in the data active = inhibition above about 21%;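 note: 0% = enzyme with no compound and 100% = no enzyme blank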
# CatL inh: inhibitors of human cathepsin L, biochemical; Procathepsin L (Homo sapiens), P07711; purified cathepsin L, fluorogenic substrate, fluorescence; inhibition, %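 (tested at 10 µM)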; 58,000 compounds, 0.17% hits; AID 460, 2006; in the data active = inhibition above about 45%;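 note: 0% = enzyme with no compound and 100% = no enzyme blank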
# CatB mixtures: cathepsin B inhibitors from pooled compounds, primary screen, biochemical, compound mixtures, AMC fluorescence; P07858; Purified cathepsin B, AMC dipeptide fluorescence; inhibition, %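 (ten-compound pools at 5 µM per compound and 50 µM total)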; 62,000 compounds, 0.06% hits; in the data active = inhibition above about 22%, passing the limit was not always enough; inconclusive = no clear call, values can overlap the other calls;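 note: 0% = enzyme without compound and 100% = no enzyme blank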
# Cathepsin G inh: human cathepsin G inhibitors, primary screen, biochemical, pooled compound mixtures, AMC fluorescence. purified enzyme, AMC-tetrapeptide fluorescence. 62,000 compounds, 0.2% hits. P08311. inhibition, % at 5 µM (by protocol);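 active = inhibition above 20% in each of the two mixture wells holding the compound; inactive = inhibition of 20% or less in either well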;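 note: 0% = enzyme control without mixture and 100% = blank lacking enzyme; strong numbers were not always called active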
# CatS inh: inhibitors of human cathepsin S, biochemical, compound mixtures; P25774; recombinant cathepsin S, AMC dipeptide fluorescence, pooled mixtures; inhibition, %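 (tested at 5 µM per compound within 10-compound mixtures)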; 62,000 compounds, 0.06% hits; in the data active = inhibition above about 32%, passing the limit was not always enough; inconclusive = no clear call, values can overlap the other calls;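 note: 0% = enzyme without compound and 100% = blank without enzyme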
# PKA inh: inhibitors of human PKA kinase activity, primary screen, biochemical, ATP-depletion luminescence, Kemptide substrate; cAMP-dependent protein kinase catalytic subunit alpha (Homo sapiens), P17612; PKA Kemptide phosphorylation, Kinase-Glo ATP luminescence; inhibition, % at 6 µM; 65,000 compounds, 0.1% hits; AID 524, 2006;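 active = inhibition above the screen-wide mean inhibition plus 3 SD, cut at about 21% in these data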; note: many of its hits are not listed in these tables
# Her2 expr inh: inhibitors of Her2 protein expression, primary screen, SKBR-3 cells, AlphaScreen, 66K library; HER2 level % of control, % at 10 µM; Receptor tyrosine-protein kinase erbB-2 (Homo sapiens), P04626; 65,000 compounds, 0.69% hits; SKBR-3 HER2 protein level, 18-24 h; stronger effect = lower value; AID 645, 2007;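 active = HER2 level under 5% of the carrier-only control; inconclusive = no clear call, values can overlap the other calls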;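 note: 100% = DMSO carrier and 0% = 500 nM PU-H71 HSP90 inhibitor; lower value means stronger loss of Her2 protein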
# An asterisk follows results filed as active; ? = inconclusive; · = no result given. Only part of the results is shown, so the mix of outcomes need not match the whole.
Her2 expr inh,CatL inh,CatS inh,C1s inh,ROCK2 inh,PKA inh,Cathepsin G inh,CatB block,CatB mixtures,compound
95.6,2.7,3.9,-11.9,-3.4,-3.0,-0.3,0.0,-0.3,Cc1cc(=O)[nH]c2c1c(=O)[nH]n2C1CC(C)N(C)CC1C (stereo not given)
102.9,·,3.9,13.6,8.4,10.0,7.6,4.7,-2.5,CCOC(=O)CSc1nnc(CNC(=O)c2ccc(OC)cc2)n1-c1ccc(OC)cc1
67.1,-3.8,-0.7,3.5,-4.1,2.6,2.8,0.9,0.4,CCOc1cc(C(=O)Nc2nnc(C)s2)cc(OCC)c1OCC
57.7,2.2,0.8,15.0,-2.6,-3.8,5.0,-1.4,-0.2,Cc1ccc(CNC(=O)C2CCC(=O)N2C2CCCCC2)cc1 (stereo not given)
54.0,7.2,?,-20.2,5.4,0.7,-7.4,1.3,4.0,CCC(=O)Oc1ccc(C/C(=N\O)c2ccc(O)cc2O)o1
60.0,19.3,0.0,-34.9,·,8.6,3.2,8.1,2.5,O=C(Nc1ccc(-n2nncc2-c2ccco2)cc1)c1cc2ccccc2oc1=O
163.7,9.4,-1.7,1.3,7.9,9.1,10.1,3.0,-3.2,CCN(CC)C(=O)CSc1nnc(-c2ccccn2)n1-c1ccc(C)c(C)c1
132.2,·,-11.9,-115.7,5.7,8.7,0.1,3.5,-4.6,COc1ccc(C(=O)NCc2c(CC(C)C)oc(C)c2C(=O)O)cc1
92.1,21.5,5.5,-3.8,0.9,3.0,-2.0,-1.5,-2.7,CCOc1cc(-c2c(C#N)c(=O)[nH]c3c2c(C)nn3-c2ccc(F)cc2)ccc1O
73.9,-6.2,-1.0,-3.5,·,-3.9,1.1,-4.0,5.5,CCOc1ccc(-c2nnc(N(CC)C(=O)C3CCC3)s2)cc1
180.7,-1.1,-2.9,0.3,1.0,9.1,-0.7,1.1,2.6,O=C(NCCCCNC(=O)c1ccco1)c1ccco1
56.1,1.2,-3.6,7.7,6.9,3.7,8.6,2.4,2.9,OC1(c2cccc(C(F)(F)F)c2)CCN(c2ncnc3c2[nH]c2ccc(F)cc23)CC1
66.3,0.3,8.0,12.6,4.5,5.0,14.3,3.6,-0.8,O=C1CSC(=S)N1Cc1cccnc1
106.8,-2.7,5.2,-0.7,6.1,7.1,0.4,1.6,1.3,Fc1ccc(CN2CCCCCCC2)cc1F
91.8,6.8,3.9,-0.8,5.1,-0.4,0.9,0.9,-0.7,COC(=O)c1cc2c(s1)CS(=O)C2 (stereo not given)
75.3,·,9.8,-18.9,5.0,8.0,-4.8,-5.4,4.3,O=C(NCCc1cn2ccsc2n1)c1cccs1
121.4,-10.9,36.0,9.1,7.0,-0.8,18.6,0.9,45.5,COc1cccc(C(=O)SC2=NCCS2)c1
97.8,1.9,4.2,7.3,-1.6,7.7,6.9,1.4,4.3,C#CCSc1nnc(-c2c[nH]c3ccccc23)n1C
75.2,0.8,5.1,8.8,4.0,12.1,5.0,5.2,-0.8,Cc1ccnc(NS(=O)(=O)c2ccc(NC(=O)C3CCCO3)cc2)n1 (stereo not given)
77.3,9.2,8.2,-16.2,-0.3,-5.9,2.6,-2.2,0.2,CSc1nc(C)cc(OCC(=O)N2CCOCC2)n1
86.5,-0.2,1.1,15.6,-4.0,-8.8,7.6,2.9,1.9,CCOc1ccc(OCCSc2nc(C)cc(=O)[nH]2)cc1
51.1,-5.7,3.8,-3.3,2.5,6.4,-18.3,-0.5,3.1,CCn1c(=O)c2cc(S(=O)(=O)NCc3ccccc3)ccc2n(CC)c1=O
60.4,-24.9,-6.9,-4.4,9.5,8.4,7.2,-0.2,-6.2,CCCc1cc(=O)oc2cc(C)cc(OCc3nn[nH]n3)c12
73.8,9.9,8.2,-28.7,-2.6,-2.9,-0.9,-1.3,3.7,O=C(Nc1ccc(NC(=O)C2CC2)nc1)c1cccnc1
109.3,16.5,0.8,-80.4,6.2,8.3,2.9,4.2,-7.4,CCCC(=O)N(c1ccc(OC)cc1)C1C=CS(=O)(=O)C1 (stereo not given)
84.3,-3.0,-1.7,9.5,5.9,0.9,8.9,4.7,2.7,CCOC(=O)C(C)Sc1nc(N)c(NC(=O)c2ccc(OC)c(OC)c2)c(=O)[nH]1 (stereo not given)
92.3,1.9,14.4,-36.6,2.9,5.2,-1.7,8.0,6.6,Cc1c(N=C2C(=O)Nc3ccccc32)c(=O)n(-c2ccccc2)n1C
63.8,1.2,-0.9,4.5,-0.2,5.1,20.9,2.9,-0.4,Cc1c(C(=O)NCC2CCCO2)oc2ccc(S(=O)(=O)N3CC(C)CC(C)C3)cc12 (stereo not given)
84.7,-3.1,-4.6,-13.9,-6.4,-6.7,-5.4,0.1,-2.8,Cc1nc2c(c(=O)n1CCC(C)C)c1nc3ccccc3nc1n2Cc1ccc2c(c1)OCO2
100.1,-1.2,4.9,14.0,2.3,0.6,12.7,0.6,8.9,O=C(NC1CCCCC1)N1CCN(C2CCCCC2)CC1
75.0,-17.4,-4.6,5.3,-7.7,6.5,-0.5,-5.6,4.0,NC(=O)C1CCN(c2ncnc3c2c(-c2ccccc2)cn3-c2ccccc2)CC1
94.5,37.3,8.0,11.0,2.3,5.5,0.3,2.4,3.0,CCCCC(=O)NCCc1ccc(S(N)(=O)=O)cc1
97.7,-5.1,-5.8,0.3,1.5,8.0,1.6,1.5,-1.2,CC(=O)Nc1ccc(S(=O)(=O)n2nc(-c3ccc(C)cc3)nc2N)cc1
145.1,12.4,7.1,12.4,7.1,2.0,8.0,-0.7,6.2,C/C=C(\C)CN1CCN(c2ccccc2F)CC1
72.2,6.6,0.0,7.5,6.8,12.5,9.3,2.2,3.1,COc1ccccc1N1CCN(C(=O)c2ccc3c(=O)n(Cc4ccco4)c(=S)[nH]c3c2)CC1
·,-3.4,-6.4,4.0,·,·,-1.2,0.6,8.8,Cc1ccc(CSc2nc3c(c(=O)[nH]2)CCC3)cc1
100.3,-1.3,8.3,-26.3,3.0,8.4,-3.1,1.9,3.1,CCCCOC(=O)CSc1nnc(N)s1
106.3,13.7,0.1,2.8,8.2,8.1,6.4,2.9,2.3,CCOC(=O)c1nn(-c2ccc(OC)cc2)c(=O)c2c(N)scc12
98.4,13.9,12.7,14.6,-1.6,5.6,9.2,3.3,3.3,CC(C)CC(=O)Nc1c2c(nn1-c1ccc(F)cc1)CSC2
115.7,6.1,-6.1,-7.5,5.7,6.2,8.0,3.2,2.3,CNC(=O)NC(=O)CSc1ncc(C(F)(F)F)cc1Cl
166.0,10.8,1.9,-23.0,6.6,15.9,-3.7,-0.9,1.1,CCOC(=O)N1CCC(NC(=O)CCS(=O)(=O)c2ccc3c(c2)CCN3C(=O)CC)CC1
95.9,·,0.8,11.6,3.1,-4.1,10.1,1.7,3.1,Cc1noc(C)c1S(=O)(=O)N1CCCC(C(=O)N2CCN(C3CCCCC3)CC2)C1 (stereo not given)
93.1,4.0,17.9,-35.3,5.2,7.7,-10.6,9.0,3.7,CCOC(=O)C1=C(CSc2n[nH]c(N)n2)NC(=O)NC1C (stereo not given)
111.3,18.9,10.2,1.8,2.2,3.7,-2.2,3.8,2.5,CCCCN1c2ccccc2N(CCCO)c2cc(C)nnc21
98.6,4.7,-16.6,-1.6,4.6,4.8,10.0,5.0,3.3,C[C@H](NC(=O)OC(C)(C)C)C(=O)NCC1CCC(C(=O)O)CC1 (stereo not given in full)
83.2,5.0,9.3,17.7,3.1,-3.1,9.5,1.5,3.8,COc1ccccc1OCC(O)CN1C(=O)NC(C)(C)C1=O (stereo not given)
81.9,13.3,3.2,3.2,0.0,-1.9,7.3,1.8,4.1,CC(C)Cn1c(N)c(C(=O)COC(=O)C2CCCCC2)c(=O)n(C)c1=O
106.3,12.9,-4.6,-1.0,3.9,8.7,10.1,·,-4.0,O=C(NCCc1nc2ccccc2[nH]1)Nc1ccccc1
90.7,6.1,-4.3,-49.8,7.1,5.7,0.8,2.1,-1.0,Cn1c(=O)[nH]c(=O)c2[nH]c(CN3CCN(C(=O)c4ccco4)CC3)nc21
80.6,13.0,13.8,-5.4,17.6,-0.9,7.5,0.4,2.4,O=C(O)c1cc2nc(C3CC3)cc(C(F)(F)F)n2n1
99.2,·,0.5,-82.0,5.3,7.4,-1.0,5.5,-6.9,CCCn1c(=O)[nH]c(=O)c2c1nc(-c1ccc3c(c1)OCCO3)n2CCN1CCOCC1
113.2,·,-3.4,35.9,1.6,6.6,8.3,·,-0.2,COc1cccc(C2C(C#N)=C(N)Oc3cc(C)oc(=O)c32)c1OC (stereo not given)
102.5,1.1,6.8,-1.8,6.2,10.6,4.9,2.6,-7.6,c1ccc(-n2nnnc2OCCOc2nnnn2-c2ccccc2)cc1
94.9,3.4,0.7,2.1,8.2,11.9,7.2,2.6,-5.6,O=C(O)[C@@H]1CCCN1c1ncnc2sc3c(c12)CCC3
55.8,-2.0,4.1,16.1,·,3.9,12.3,0.8,3.9,C=Cn1ccnc1P(=S)(c1ccc2c(c1)c1ccccc1n2CC)c1nccn1C=C
136.8,-12.0,3.6,-32.8,-4.6,3.7,6.7,1.5,4.8,CC(C)C(c1nnnn1Cc1ccccc1)N(CCCO)Cc1cc2cc3c(cc2[nH]c1=O)OCO3 (stereo not given)
83.6,-4.3,0.7,-0.7,3.9,7.9,-6.7,3.2,3.9,O=C(NCC1CCCO1)C1CC(c2ccc(Cl)c(Cl)c2)=NO1 (stereo not given)
94.9,16.5,2.5,-11.4,6.2,11.9,-1.1,0.6,-0.9,O=C1CC(c2ccc(S(=O)(=O)NCCOc3ccccc3)cc2)CN1 (stereo not given)
127.6,8.9,5.6,8.6,9.5,7.6,16.1,7.2,3.5,CCc1cc2c(=O)c(-c3nc4ccccc4n3C)coc2c(CN2CCN(C)CC2)c1O
55.1,2.6,-2.8,2.2,4.5,6.7,-10.1,1.4,2.8,CCOC(=O)c1c(C)oc2c1c1c(c3ccccc32)OCN(Cc2cccnc2)C1

# Further results:
Her2 expr inh,CatL inh,CatS inh,C1s inh,ROCK2 inh,PKA inh,Cathepsin G inh,CatB block,CatB mixtures,compound
84.6,0.1,-2.6,11.0,1.8,8.7,6.9,4.7,20.7,CC(=O)Nc1c(C(=O)N2CCOCC2)sc2nc3c(cc12)COC(C)(C)C3
96.5,5.0,3.0,-6.5,4.6,-0.3,1.5,-3.6,6.8,COc1ccccc1OCC(=O)OCC(=O)Nc1ncc(Cl)cc1Cl
111.8,8.1,-6.2,11.6,·,3.6,8.6,2.7,3.9,O=C(CSc1nnc(CNC(=O)c2c(F)cccc2Cl)o1)c1ccccc1
94.4,-22.9,-1.2,-1.6,1.5,-7.8,0.8,-1.6,-4.2,CCN1CCCC1CNC(=O)c1cc2c(=O)n(C)c3ccccc3c2n1C (stereo not given)
222.9,15.0,-3.6,2.5,·,5.8,0.6,-5.6,2.2,CCn1cc(S(=O)(=O)CC(=O)Nc2cc(C)on2)c2ccccc21
87.4,19.1,8.3,16.7,3.8,-3.4,9.8,-3.4,4.7,CCOC(=O)C1CCCN(C(=O)CCCOc2cc(=O)n(C)c3ccccc23)C1 (stereo not given)
